Screening data: PubChem, National Center for Advancing Translational Sciences (NCATS)
HTT cytoprotect: cytoprotection in Huntington HTT-Q103 PC12 cell model; PC12 HTT-Q103 induced, cytoprotection, ATP luminescence, 40 h; 0.14% of 230,000 active; Potency, µM (doses to about 56.4 µM), inactives show cytoprotection (ATP increase), usual class: activators; AID 1471;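 note: % of control where 0% means no effect; nearly all actives have a fitted effect of over 45% in size; toxic huntingtin expression switched on by the ecdysone agonist tebufenozide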
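Compounds added alongside 100 nM tebufenozide, which induces toxic Q103 huntingtin exon 1-GFP in stable PC12 cells; surviving cells quantified by luminescent ATP measurement. Medium: phenol red-free DMEM, 5% equine and 5% calf serum.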
GoLoco inh red: inhibitors of human Gai1-RGS12 GoLoco interaction (red fluorophore); Gai1:RGS12 GoLoco peptide FP, rhodamine, 10 min; Potency, µM (top dose mostly 61.6 µM), for the others: at the top dose activity, negative = inhibition, most hits filed as inhibitors; 0.44% of 230,000 active; AID 880; active = well fitted inhibition curve with a large enough effect, not every such curve was filed as active; inactive = no such curve, though single readings can be large or run the other way; note: % is set by controls: 0 for no effect and ±100 for the full control effect; nearly all actives have a fitted effect of over 30% in size; many of its hits are not listed in these tables
Target sequence (P63096 whole entry, looked up): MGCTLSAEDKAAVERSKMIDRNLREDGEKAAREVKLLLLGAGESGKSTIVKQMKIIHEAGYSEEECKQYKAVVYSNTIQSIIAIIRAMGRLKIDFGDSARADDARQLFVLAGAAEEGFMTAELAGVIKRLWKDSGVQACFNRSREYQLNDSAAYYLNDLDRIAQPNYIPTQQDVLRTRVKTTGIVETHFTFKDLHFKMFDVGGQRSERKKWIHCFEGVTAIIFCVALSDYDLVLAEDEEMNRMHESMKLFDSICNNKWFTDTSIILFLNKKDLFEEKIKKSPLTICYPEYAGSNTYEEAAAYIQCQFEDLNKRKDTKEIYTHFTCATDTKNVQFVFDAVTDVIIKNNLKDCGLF
IMPase Li inh: cell-permeable IMPase inhibitors with lithium potentiation; CHO-M1 cells, IP1 TR-FRET (IP-One), carbachol + lithium; Potency, µM (highest dose often 59.4 µM), for the others: at the highest dose activity, negative = IMPase inhibition, actives largely listed as inhibitors; 0.35% of 210,000 active; AID 1457;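 note: IP1 builds up when IMPase is blocked and the TR-FRET signal falls; plate controls were basal vehicle for no effect and high inhibitor control for full effect; nearly all actives have a fitted effect of over 50% in size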
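Lithium-sensitised IP1 accumulation assay; M1-expressing CHO cells treated 30 min at 37C with compound. Competitive antibody detection by time-resolved FRET followed a 10 min room-temperature lysis step.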
GAA glycogen: alters human alpha-glucosidase cleavage of glycogen. P10253. recombinant GAA, glycogen substrate, Amplex Red glucose oxidase fluorescence. Potency, µM (series often up to 76.4 µM), inactives show top-dose activity change, negative = inhibition, hits mostly inhibitors. 0.38% of 300,000 active;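 note: 0% = full enzyme reaction and -100% = no-enzyme basal signal; the screen sought inhibitors and activators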
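Natural-substrate format: glycogen cleavage by 4 nM human enzyme, glucose read by Amplex Red coupling (Ex 573, Em 610 nm). Normalized to enzyme and no-enzyme controls.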
aGlu spleen mod: lysosomal alpha-glucosidase (human) modulation | P10253 | human spleen homogenate, 4-MU-alpha-glucoside fluorescence | 0.006% of 240,000 active | Potency, µM (series often up to 79.9 µM), without a hit: top-dose activity change, negative = inhibition, usual class: inhibitors;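 note: 0% = enzyme with vehicle and -100% = no enzyme basal signal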
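Compounds were titrated against alpha-glucosidase in spleen homogenate at pH 5.0, with 1 mM 4-methylumbelliferyl substrate for 40 min at 37 C. Reactions were quenched with pH 10 NaOH/glycine and fluorescence measured.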
GAA inh: inhibitors of human lysosomal alpha-glucosidase; P10253; purified human GAA, 4-MU-alpha-glucoside fluorescence; Potency, µM (top dose mostly 76.9 µM), inactives show at the top dose activity change, negative = inhibition, hits mostly inhibitors; 0.005% of 200,000 active;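 note: plate controls were uninhibited enzyme wells for no effect and no-enzyme background for full effect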
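Endpoint fluorogenic read: 20 min room-temperature reaction of 4 nM human alpha-glucosidase with 400 uM 4-methylumbelliferyl-alpha-D-pyranoside, pH 5.0, quenched with 1M NaOH/1M glycine pH 10. AC50 from Hill modeling.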
HTT aggregate: inhibitors of mutant huntingtin aggregate formation in PC12 cells | AID 1688 | PC12 HttQ103-GFP aggregates, Acumen cytometry, 40 h | Potency, µM (titrated, usually from 46.1 µM), inactives show at the highest dose activity change, negative = inhibition, hits mostly inhibitors | 1.1% of 220,000 active; note: % is set by controls: 0 for no effect and ±100 for the full control effect; nearly all actives have a fitted effect of over 60% in size
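PC12/HTTQ103-GFP, ecdysone-inducible; teb 100 nM; cpd qHTS titration; GFP aggregates read on laser cytometer, Ex 488/Em 500-530 nm.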
Starred values were filed as active, the others as inactive; ? = inconclusive; / = no result given; & = joins results of further samples; [ ] = remark or other dose. Unless noted, calls come from the whole dose curve; as a rule, active = well fitted curve in the direction sought with a large enough effect; inconclusive = small, poorly fitted or top-dose-only effect, or another doubt; inactive = no such curve, though single readings can be large; an effect the other way counts as inactive or inconclusive. Potency is the fitted concentration of half-maximal effect. An excerpt. The share of hits here may be higher or lower than overall.

SMILES	HTT cytoprotect	GoLoco inh red	IMPase Li inh	GAA glycogen	aGlu spleen mod	GAA inh	HTT aggregate
Cc1ccc(Cn2nnc3c(=O)n(CC(=O)NCc4ccccc4)cnc32)cc1	/	-5%	4%	-12%	-4%	-3%	0%
CC(C)Oc1ccc(CSC(=N)N)cc1	10%	5%	10%[38.3 µM]	4%	0%	?	-3%
COc1cc2c(cc1OC)-c1cc(OCc3ccccc3Cl)nc(=O)n1CC2	-20%	11%	6%[38.3 µM]	-12%	5%	?	-8%
COc1ccc(/C=C/C(=O)OCc2cccc([N+](=O)[O-])c2)cc1	4%[10 µM]	6%	11%	-15%	-3%	-5%	8%
CC(C)(C)c1ccc(C(=O)Oc2ccccc2CCC(=O)O)cc1	6%[10 µM]	3%	/	-1%	1%	/	8%[9.22 µM]
N#CCCS(=O)(=O)c1ccc(N)cc1	0%[1.9 µM]	-5%	3%	14%	-2%	1%	-3%
CCN1C(=O)CC(C(=O)NC)SC1=Nc1cc(Cl)c(O)c(Cl)c1 (stereo not drawn)	-9%	-20%	15%[38.3 µM]	-12%	0%	1%[15.4 µM]	11%
C=C(N(C)C)[C@]1(C)C[C@H]1[C@H](NC(=O)CNC(=O)OCc1ccccc1)c1ccccc1	11%	2%	-3%	/	-6%	/	/
Cc1ccc(OCC(=O)NNc2c3ccccc3nc3ccccc23)cc1	-6%[10 µM]	-1%	13%	-24%	1%	?	?
CC(=O)c1cccc(NC(=O)c2c(C)nn(-c3ccccc3)c2Cl)c1	/	-7%	0%	2%	7%	6%	/
Cc1ccc2c(c1)[C@@H]1CN(C)CC[C@@H]1N2S(=O)(=O)c1ccc([N+](=O)[O-])cc1	-16%	-23%	32%[activator][38.3 µM]	-10%	-6%	5%	?
Cc1cccc2cc(CN(Cc3cccnc3)C(=O)c3cccs3)c3nnnn3c12	7%[10 µM]	13%	5%	2%	3%	11%	13%[9.22 µM]
CCn1cc(S(=O)(=O)Nc2ccc3c(c2)OCCO3)cn1	5%[10 µM]	19%	5%	0%	5%	-12%	15%[9.22 µM]
COc1cc2c(cc1OC)CN(C(=S)Nc1ccccc1)CC2	-5%	7%	-2%[38.3 µM]	?	-2%	5%	-7%
CCOc1cc(C2CC(=O)N3CN(C4CCCCC4)CSC3=C2C#N)ccc1O (stereo not drawn)	-10%	-13%	?	-23%	0%	-1%	0%
O=C1C2CCCN2C(c2ccccc2F)N1c1ccc(F)cc1 (stereo not drawn)	4%[10 µM]	4%	23%	?	3%	1%	23%
O=C(Nc1cc(=O)[nH]c2ncnn12)c1ccc(Cl)cc1Cl	-15%	24%	-3%[38.3 µM]	3%	3%	3%	19%
C/C(CCc1ccco1)=N\NC(=O)CNc1c(Br)cc(Br)cc1Br	-22%	6%	?	-5%	/	0%	-3%
N=c1c2c(ncn1CCCO)Oc1ccc3ccccc3c1C2c1ccccc1 (stereo not drawn)	-12%[10 µM]	5%	/	2%	2%	/	6%[9.22 µM]
N/C(=N\OC(=O)CCCc1ccccc1)c1ccccn1	4%[0.074 µM]	1%	5%	9%	5%	-3%	7%
COc1ccc(NC2C[C@H]3CCCC(=O)N4CC[C@@H](C2)[C@@H]34)cc1 (stereo partly drawn)	14%	-13%[88.7 µM]	9%	/	4%[119 µM]	/	/
C=C(Nc1ccc(OCC)cc1)Nc1ccc(OCC)cc1	2%&-32%	-4%	-1%	/	4%	/	7%&14%
CC(NC(=O)C1CCN(S(=O)(=O)c2cc([N+](=O)[O-])ccc2Cl)CC1)c1ccccc1 (stereo not drawn)	0%[10 µM]	1%	6%	-2%	0%	-3%	0%
Cc1cccc2nc(CSc3nnc4ccccn34)cn12	-12%	0%	-3%[38.3 µM]	-1%	-6%	-8%	16%
CN1C(=O)C(O)(CC(=O)c2ccc(F)cc2)c2cc(Br)ccc21 (stereo not drawn)	-3%[10 µM]	-1%	18%[38.3 µM]	-3%	-3%	-9%	0%
CC1(OC(=O)c2ccco2)C(=O)C=C2C=C(c3ccsc3)OC=C2C1=O (stereo not drawn)	-35%	40%[activator]	9%	/	8%	/	/
CCc1ccc(NC(=O)/C(C#N)=C/c2cn(CC(=O)O)c3ccccc23)cc1	11%[10 µM]	24%	5%	-3%	1%	9%	20%[9.22 µM]
O=C(O)c1sccc1S(=O)(=O)N1CCN(c2ccc(C(F)(F)F)cn2)CC1	-9%[10 µM]	8%	/	2%	3%	3%	-4%[9.22 µM]
Cc1c(NC(=O)C(C)OC(=O)c2ccc(Cl)nc2)c(=O)n(-c2ccccc2)n1C (stereo not drawn)	9%[10 µM]	6%	-3%	6%	-16%	?	5%
CCSc1nc(-c2ccc(OC)cc2)ccc1C#N	15%[10 µM]	6%	12%	-18%	8%	3%	-7%
CS(=O)(=O)N(CC(=O)NCCC1=CCCCC1)C1CCCCC1	14%	-5%	23%[38.3 µM]	-17%	-6%	1%	-11%
CN(C)S(=O)(=O)c1cccc(NC(=S)N2CCc3ccccc32)c1	-5%	4%	15%	-12%	-7%	-7%	?
COc1ccc(NC(=O)CSc2nccn2C)c([N+](=O)[O-])c1	-26%	5%	-3%	2%	-7%	3%	10%
Cc1ccccc1CN1C[C@@H]2C[C@@H](c3cn(C)nc3-c3ccccc3)N3CCC[C@@]23C1=O	-15%[10 µM]	-23%	20%	1%	-5%	-13%	3%[9.22 µM]
Cn1c(N)c(C(=O)COC(=O)COc2ccccc2C#N)c(=O)n(C)c1=O	11%	5%	-5%	-1%	1%	4%	-11%
Cc1cc(C)c2[nH]c(=O)c(CN(Cc3ccco3)C(=O)C3CCCO3)cc2c1 (stereo not drawn)	-29%[10 µM]	-3%	-2%[38.3 µM]	-5%	6%	-4%	1%
N=C1C(c2ccccc2)=C(O)CN1c1cccc2ccccc12	-15%	9%	1%	-2%	2%	-3%	-5%
O=C1NCCc2c1[nH]c1ccccc21	-35%[10 µM]	4%&-1%	-6%[38.3 µM]	-2%&14%	-2%&-4%	2%	?
CC(=O)c1ccc(N2CCC(C(=O)O)CC2)cc1	17%	5%	2%	6%	0%	-1%	12%
Cc1ccc(SCc2ccc(C(=O)Nc3cccnc3)cc2)cc1	-3%[10 µM]	-5%	1%	2%	-3%	2%	6%
COc1c(F)c(F)c(C(=O)Nc2ccc(N3CCN(Cc4ccccc4)CC3)cc2)c(F)c1F	-35%	8%	25%[38.3 µM]	-6%	-3%	-4%	-10%
Cc1cccc(-c2noc(-c3ccno3)n2)c1	14%[10 µM]	-1%	/	1%	5%	-8%[15.4 µM]	3%[9.22 µM]
Cc1c(N=NC2=C(O)CC(C)(C)CC2=O)c(=O)n(-c2ccccc2)n1C	0%[10 µM]	-40%	13%	?	-10%	0%	-15%[9.22 µM]
COc1ccc(CNC(=O)C(C)NS(=O)(=O)c2ccc(C)cc2)cc1 (stereo not drawn)	-15%	-7%	3%	-6%	3%	0%	7%

Molecules listed so far that contain four or more nitrogen atoms (nine):
SMILES	HTT cytoprotect	GoLoco inh red	IMPase Li inh	GAA glycogen	aGlu spleen mod	GAA inh	HTT aggregate
Cc1ccc(Cn2nnc3c(=O)n(CC(=O)NCc4ccccc4)cnc32)cc1	/	-5%	4%	-12%	-4%	-3%	0%
Cc1cccc2cc(CN(Cc3cccnc3)C(=O)c3cccs3)c3nnnn3c12	7%[10 µM]	13%	5%	2%	3%	11%	13%[9.22 µM]
O=C(Nc1cc(=O)[nH]c2ncnn12)c1ccc(Cl)cc1Cl	-15%	24%	-3%[38.3 µM]	3%	3%	3%	19%
Cc1cccc2nc(CSc3nnc4ccccn34)cn12	-12%	0%	-3%[38.3 µM]	-1%	-6%	-8%	16%
Cc1c(NC(=O)C(C)OC(=O)c2ccc(Cl)nc2)c(=O)n(-c2ccccc2)n1C (stereo not drawn)	9%[10 µM]	6%	-3%	6%	-16%	?	5%
COc1ccc(NC(=O)CSc2nccn2C)c([N+](=O)[O-])c1	-26%	5%	-3%	2%	-7%	3%	10%
Cc1ccccc1CN1C[C@@H]2C[C@@H](c3cn(C)nc3-c3ccccc3)N3CCC[C@@]23C1=O	-15%[10 µM]	-23%	20%	1%	-5%	-13%	3%[9.22 µM]
Cn1c(N)c(C(=O)COC(=O)COc2ccccc2C#N)c(=O)n(C)c1=O	11%	5%	-5%	-1%	1%	4%	-11%
Cc1c(N=NC2=C(O)CC(C)(C)CC2=O)c(=O)n(-c2ccccc2)n1C	0%[10 µM]	-40%	13%	?	-10%	0%	-15%[9.22 µM]
